CHT PAM – allosteric activators of human choline transporter CHT. Q9GZV3. CHT-expressing cells, membrane potential dye, choline EC20; stronger effect = higher value; LV-AA mutant CHT in HEK293 cells. B-score at 10 µM. 310,000 tested, 0.49% active;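 active = initial fluorescence not abnormally high and integrated response B-score, plate-corrected, over 3 SD above library mean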
Target sequence (Q9GZV3 whole entry, looked up): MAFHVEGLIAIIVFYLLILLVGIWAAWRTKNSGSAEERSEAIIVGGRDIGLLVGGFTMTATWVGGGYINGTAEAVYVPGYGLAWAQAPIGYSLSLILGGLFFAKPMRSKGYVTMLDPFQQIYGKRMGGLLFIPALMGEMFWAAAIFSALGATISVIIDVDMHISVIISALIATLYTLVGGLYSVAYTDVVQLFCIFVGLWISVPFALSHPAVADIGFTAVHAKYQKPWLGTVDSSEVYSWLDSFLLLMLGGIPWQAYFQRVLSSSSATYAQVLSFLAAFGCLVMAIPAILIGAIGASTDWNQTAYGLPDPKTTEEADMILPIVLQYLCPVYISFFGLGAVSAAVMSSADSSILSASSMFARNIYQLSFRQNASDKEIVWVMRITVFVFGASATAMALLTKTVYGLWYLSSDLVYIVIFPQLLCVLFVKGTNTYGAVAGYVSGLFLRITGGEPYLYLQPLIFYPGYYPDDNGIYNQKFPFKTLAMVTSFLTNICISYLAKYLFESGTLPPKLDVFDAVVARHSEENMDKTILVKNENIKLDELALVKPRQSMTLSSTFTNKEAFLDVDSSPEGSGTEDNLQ
OX1R antagonist – antagonists of human orexin 1 receptor | O43613 | CHO/OX1R cells, Fluo-8 calcium fluorescence, orexin A | inhibition, % at 5 µM | 330,000 tested, 0.43% active | AID 434989;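 active = inhibition above its plate's threshold, mean inhibition of all tested compounds on the plate plus 3 SD, cut at about 37% in these data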;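 also: 0% = orexin A challenge wells and 100% = SB-334867-A antagonist wells; not every result past the cut was called active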
Target sequence (O43613 whole entry, looked up): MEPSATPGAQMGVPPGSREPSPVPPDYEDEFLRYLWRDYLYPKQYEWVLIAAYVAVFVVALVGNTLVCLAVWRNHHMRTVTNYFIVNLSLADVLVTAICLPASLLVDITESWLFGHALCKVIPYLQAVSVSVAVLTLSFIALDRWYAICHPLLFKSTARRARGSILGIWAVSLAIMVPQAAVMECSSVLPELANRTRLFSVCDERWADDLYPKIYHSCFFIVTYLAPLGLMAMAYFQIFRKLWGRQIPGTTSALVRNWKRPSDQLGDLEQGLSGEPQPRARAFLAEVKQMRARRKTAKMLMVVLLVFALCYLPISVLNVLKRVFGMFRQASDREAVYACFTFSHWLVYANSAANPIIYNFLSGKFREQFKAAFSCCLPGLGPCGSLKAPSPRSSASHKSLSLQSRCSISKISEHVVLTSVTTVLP
An asterisk follows results filed as active; i = inactive; . = no result given; & = joins results of further samples. An unsorted share of the library; 0.8% or so of the library scored in one or more.

SMILES	CHT PAM	OX1R antagonist
COc1ccc(-c2csc(NC(=O)CCn3cnc4ccccc4c3=O)n2)cc1OC	i	-9
NC(=O)CC(NC(=O)c1ccccc1)c1ccc(N2CCCCCC2)c([N+](=O)[O-])c1 (configuration not stated)	i	-27
O=C(c1ccc(F)cc1)N1CCCCC(S(=O)(=O)c2ccccc2)C1=O (configuration not stated)	i	-12
Cc1cccc(C)c1NC(=O)COC(=O)c1ccc2c(c1)OCO2	i	-19
C[C@H](CO)N1C[C@H](C)[C@@H](CN(C)CC2CCCCC2)Oc2c(NS(=O)(=O)c3cn(C)cn3)cccc2C1=O	.	-11
CCCc1nn2c(=O)cc(O)nc2s1	i	-17
CC(C)OC(=O)c1ccc(N)cc1	i	-11
FC(F)(F)c1cc(-c2ccccc2)nc2nc(N3CCOCC3)sc12	i	-19
COc1cccc(CNC(=O)C2CCC(CNc3nc(=S)[nH]c4ccccc34)CC2)c1 (configuration not stated)	i	-35
Cc1ccc(S(=O)(=O)N2CCN(C(=O)COC(=O)c3cncc(Br)c3)CC2)c(C)c1	.	-35
COc1ccccc1NC(=O)CCC(=O)OCc1cccc([N+](=O)[O-])c1	i	4
CCOc1ccc2[nH]c(C)c(CN3CCCCC3)c(=O)c2c1	7.6*	-18
Cn1cnc([N+](=O)[O-])c1Sc1nc2ccccc2[nH]1	i	-11
N#CCCn1c(Cl)nc2ccccc21	i	-12
C[N+]1(CC#CC(O)(c2ccccc2)c2ccccc2)CCCC1	i	-22
COc1ccc(OCC(=O)Nc2ccc(S(=O)(=O)Nc3cc(C)on3)cc2)cc1	i	-1
Cc1cc(C)c2sc(N(CCCN(C)C)C(=O)c3ccc(S(=O)(=O)N(C)Cc4ccccc4)cc3)nc2c1	i	-30
O=[N+]([O-])c1cc2c(cc1/C=N/n1c(-c3ccccn3)n[nH]c1=S)OCO2	i	-17
CCC(C)c1ccc(NC(=S)Nc2ccc(OC)cc2C)cc1 (configuration not stated)	i	-10
Cc1ccc(C(=O)O)cc1NC(=S)NC(=O)c1ccc([N+](=O)[O-])c(C)c1	i	-23
COc1ccc(CNC(=O)C2CCCN2S(=O)(=O)c2ccc(F)cc2)cc1 (configuration not stated)	i	-11
Cc1nn(C)c(C)c1/C=C(/C(=O)C(C)(C)C)n1cncn1	i	-17
CCOC(=O)c1c(NC(=O)c2ccc(N3C(=O)[C@@H]4[C@H](C3=O)[C@H]3C=C[C@@H]4C3)cc2)sc2c1CCCC2	i	-8
CC1=Nc2ccccc2N=C(NC(=O)CN2CCN(c3ccccc3)CC2)C1c1ccccc1 (configuration not stated)	i	-4
CCN(CC(=O)Nc1cccc(OC)c1)c1ncnc2sc(C)c(C)c12	i	-19

Arranged by molecular weight (lowest first): some entries from above.
SMILES	CHT PAM	OX1R antagonist
COc1ccccc1NC(=O)CCC(=O)OCc1cccc([N+](=O)[O-])c1	i	4
COc1ccc(-c2csc(NC(=O)CCn3cnc4ccccc4c3=O)n2)cc1OC	i	-9
Cc1ccc(S(=O)(=O)N2CCN(C(=O)COC(=O)c3cncc(Br)c3)CC2)c(C)c1	.	-35
Cc1cc(C)c2sc(N(CCCN(C)C)C(=O)c3ccc(S(=O)(=O)N(C)Cc4ccccc4)cc3)nc2c1	i	-30

(cont.)
SMILES	CHT PAM	OX1R antagonist
CC(C)c1csc(CN2CCN(Cc3ccc(F)c(F)c3)C(CCO)C2)n1 (configuration not stated)	i	-25
CCOC(=O)c1cnc(SCC(=O)Nc2cc(OC)cc(OC)c2)nc1N	i	-7
COc1cc(CN(C)CC(=O)c2[nH]c(C)c(C(C)=O)c2C)ccc1OC(F)F	i	-4
COc1cc(NC(=O)COc2cccc3c2OC(C)(C)C3)cc(OC)c1OC	.	26
O=C(Nc1nnc(SCc2cccnc2)s1)C1CC(=O)N(c2ccccc2)C1 (configuration not stated)	i	-18
CCN(Cc1ccncc1)C(=O)c1ccc2c(c1)S(=O)(=O)c1ccccc1C2=O	i	-44
CCc1nc(SCC(=O)N2CCN(C(=O)c3ccco3)CC2)c2c3c(sc2n1)CCCC3	i	-22
COc1ccc(CNc2nc3nc(C)cc(C)n3n2)cc1	i	4
CCCCP(=O)(CCCC)CCP(=O)(c1ccccc1)c1ccccc1	i	-21
O=C(N/N=C/c1c(O)ccc2ccccc12)c1cccnc1	i	-16
COc1ccc(OC)c(S(=O)(=O)CC(=O)c2cc3ccc(OC)cc3oc2=O)c1	i	-29
Cc1nc2n[nH]c(N)c2c2c1COC(C)(C)C2	i	-16
Cc1cc(C)nc(SCC(=O)N(C)CC(=O)Nc2c(Cl)cccc2Cl)n1	i	-22
O=C(NCc1nc2ccccc2[nH]1)c1cccc(S(=O)(=O)N2CCCCC2)c1	i	-19
O=C(O)CN1C(=O)C2C3C=CC(C2C1=O)C1C(=O)N(CC(=O)O)C(=O)C31 (configuration not stated)	i	-8
COc1ccc(N2C(=O)CCC2=O)c(OC)c1	i	17
Cc1ccc(-c2noc(CCC(N)=O)n2)cc1	i	-14
Cc1ccccc1NC(=O)c1ccc2ccccc2c1	i	-6
C/C(=N\NC(=O)c1ccc(N(C)C)cc1)c1ccc(C)cc1C	i	-3
Cc1nc(NC(=O)COC(=O)c2ccc(S(=O)(=O)N3CCc4ccccc4C3)cc2)c(Cl)cc1Cl	i	-14
O=C(COC(=O)c1ccccc1C(=O)c1ccccc1)c1ccco1	i	-17
Cc1ccc(S(=O)(=O)N2CCCCC2CCNC(=O)C(=O)NCc2ccccc2C)cc1 (configuration not stated)	i	6
Cc1cc(S(=O)(=O)N2CCOCC2)ccc1OCC(=O)NCC1CCCO1 (configuration not stated)	i	-9
O=Cc1ccc(C(=O)OCC(=O)NC(=O)Nc2ccccc2F)cc1	.	2
O=C(NCC1CCCO1)c1cccc(S(=O)(=O)Nc2ccc(F)cc2)c1 (configuration not stated)	.	-32

Single records (already shown).
COc1cc(NC(=O)COc2cccc3c2OC(C)(C)C3)cc(OC)c1OC reads CHT PAM: .; OX1R antagonist: 26
Cc1nn(C)c(C)c1/C=C(/C(=O)C(C)(C)C)n1cncn1 reads CHT PAM: i; OX1R antagonist: -17

2 entries from above, with bars between the fields.
smiles | CHT PAM | OX1R antagonist
Cc1ccc(-c2noc(CCC(N)=O)n2)cc1 | i | -14
COc1cc(CN(C)CC(=O)c2[nH]c(C)c(C(C)=O)c2C)ccc1OC(F)F | i | -4

Continuation:
SMILES	CHT PAM	OX1R antagonist
Cc1ccc(Cn2c(N/N=C/c3ccncc3)nc3c2c(=O)n(C)c(=O)n3C)cc1	i	-22
O=C(Cn1cnc2cc([N+](=O)[O-])ccc2c1=O)Nc1ccccc1Cl	i	-27
O=C(C(Cc1ccccc1)n1cccc1)N1CCN(c2ccccc2)CC1 (configuration not stated)	i	-27
CCCCC1CCC(C(=O)NC2CCS(=O)(=O)C2)CC1 (configuration not stated)	i	-10
Cc1ccc(S(=O)(=O)N(CC(=O)Nc2ccc(C)cc2C)C(=O)N2CCN(C)CC2)cc1	i	-5
CC(C)c1ccc(CNC(=O)C2CC(=O)N(C3CCCCC3)C2)cc1 (configuration not stated)	i	-37
O=C(/C=C/c1ccccc1)NC(=S)Nc1ccc(CN2CCOCC2)cc1	i	-35
COC(=O)c1sc(N(C)C)c(C#N)c1-c1ccccc1	i	-6
COc1ccccc1CNC(=O)C(NC(=O)C1CCCCC1)C(C)C (configuration not stated)	i	-6
COCCNC(=O)c1cc(S(=O)(=O)N(C)c2ccccc2OC)ccc1C	i	-24
Cc1ccccc1S(=O)(=O)Cc1ccc(C(=O)N2CCN(c3ccccc3F)CC2)o1	i	-7
CCc1ccc(S(=O)(=O)Nc2c(C)nc3nc[nH]n3c2=O)cc1	i	2
CC(C)(C)c1nnc2sc(SCC(=O)N3CCCCC3)nn2c1=O	.	-21
Cc1ccc(N=Nc2ccc(O)c3ncccc23)cc1C	i	2
O=C(CCCCn1c(=O)c2ccccc2n(CC(=O)Nc2ccc(F)cc2)c1=O)NCc1ccco1	i	-36
CC(=O)Nc1ccc(/C=C/c2nc3ccccc3[nH]c2=O)cc1	i	-9
CN(C)S(=O)(=O)c1ccc2oc(SCC(=O)Nc3ccccc3F)nc2c1	i	-8
COc1ccc(N2CCN(CC(=O)NC(C)c3ccccc3)CC2)cc1 (configuration not stated)	i	-3
O=C(CN1C(=O)CSC1=O)Nc1ccccc1N1CCOCC1	i	-9
Fc1ccc2c(c1)/C(=N/Nc1ccccn1)CCS2	i	7
O=C(COC(=O)/C=C/c1ccc(Br)o1)NC1CCCCC1	.	-7
COc1cc(OC)cc(C(=O)N2CCN(Cc3ccccc3Br)CC2)c1	i	-15
CCC(=O)Nc1cc2c3c(c1)CCC(=O)N3CCC2	i	-7
Cc1c(NC(=O)Nc2ccccc2)c(=O)n(-c2ccccc2)n1C	i	.
CCOc1ccc(-c2c(C(=O)N/N=C/C3CCCCC3)nnn2-c2nonc2N)cc1	i	12

Reformatted bar-delimited: entries from further up.
compound | CHT PAM | OX1R antagonist
Cc1ccccc1S(=O)(=O)Cc1ccc(C(=O)N2CCN(c3ccccc3F)CC2)o1 | i | -7
CCc1ccc(S(=O)(=O)Nc2c(C)nc3nc[nH]n3c2=O)cc1 | i | 2
CC(C)(C)c1nnc2sc(SCC(=O)N3CCCCC3)nn2c1=O | . | -21

Following part
SMILES	CHT PAM	OX1R antagonist
CCOc1ccc(C(=O)N[C@H](C(=O)Nc2ccccc2OC)C(C)C)cc1	i	-34
CCOC(=O)C(C(=O)OCC)C(Nc1ccccc1)c1ccccc1 (configuration not stated)	i	3
O=C(N/N=C/c1ccccn1)c1ccc(S(=O)(=O)N2CCCCCC2)cc1	i	-21
O=C(CSc1nnnn1-c1ccc(F)cc1)NNC(=O)c1ccco1	i	-2
Cc1ccc(OCCOCCN2CCN(C)CC2)c([N+](=O)[O-])c1	i	-4
N#CCCN(C(=O)CSc1ncccn1)c1ccc2c(c1)OCCO2	.	-4
COc1ccc(OCC(=O)Nc2cccc3ncccc23)cc1	i	-27
N#Cc1ccc(NC(=O)COC(=O)c2cccnc2Cl)cc1	.	16
O=C(CN1C(=O)CCS(=O)(=O)c2ccccc21)NCCc1ccccc1	i	-7
CC1CCCCC1NC(=O)C1CCN(S(=O)(=O)c2ccc3c(c2)CCC(=O)N3)CC1 (configuration not stated)	i	-21
Cc1cc(N/N=C/c2ccccc2F)nc(NCc2ccccc2)n1	i	-27
Cc1ccc(NC(=O)c2ccc(N3C(=O)C4CC=C(Cl)CC4C3=O)cc2)cc1 (configuration not stated)	i	10
CN=C1SC(C(=O)Nc2ccccc2Cl)CC(=O)N1c1ccc(OC(F)(F)Cl)cc1 (configuration not stated)	i	-9
CC1CCCCN1S(=O)(=O)c1ccc2c(c1)CCN2C(=O)C1CC1 (configuration not stated)	i	3
Cc1sc(N)c(C(=O)c2ccccc2Cl)c1C	i	-12
CCc1ccc(NC(=O)N(Cc2cccnc2)Cc2ccco2)cc1	i	-5
CCC(C)C(NC(N)=O)C(=O)Nc1ccc(S(=O)(=O)Nc2ccc(OC)cc2)cc1 (configuration not stated)	i	1
NC(=O)CSc1nnc(Cn2c(=O)sc3ccccc32)n1-c1cccc(Cl)c1	i	-12
CC(C)(C)NCCCOc1ccc(Cl)cc1C(C)(C)C	i	0
O=C(CCC(=O)OCc1ccc(Cl)cc1)Nc1cccc([N+](=O)[O-])c1	i	-11
COC(=O)c1ccccc1NC(=O)c1cccs1	i	-26
c1ccc2[nH]c(-c3ccnc4ccccc34)nc2c1	i	-22&-36
CCOC(=O)C1(Cc2cccc(F)c2)CCN(Cc2cnc(C)s2)CC1	i	-29
O=C(CCc1ccccc1)Nc1cccnc1Cl	i	-2
CC1=C(C(=O)OC(C)C)C(c2ccsc2)NC(=O)N1C (configuration not stated)	i	-1
SMILES	CHT PAM	OX1R antagonist
Cc1ccc(C)c(N(CC(=O)NCC2CCCO2)C(=O)CCC(=O)Nc2nccs2)c1 (configuration not stated)	i	-9
CN(C)C(=O)CSc1n[nH]c(=O)n1CCc1ccccc1	i	-20
COc1ccc(C(C(=O)NCCC(C)C)N(CCCO)C(=O)c2snc(C(N)=O)c2N)cc1OC (configuration not stated)	i	-2
Cc1ccc(C(=O)N(C)c2ccc(OCC(=O)N3c4ccc(C)cc4C4CN(C)CCC43)cc2)cc1 (configuration not stated)	i	-12
N/C(=N\NC(=O)Nc1ccccc1)c1ccccn1	i	-9
Cc1ccc(CS(=O)(=O)CCC(=O)O)cc1	i	-2
Cn1cnc2c1c(=O)n(Cc1ccccc1)c(=O)n2C	i	-2
Cc1nc(-c2ccc(F)cc2)c(CC(=O)NCC(=O)Nc2ccc(F)c(F)c2)s1	.	4
Cc1nnc(SCC(=O)NCc2cccs2)n1-c1ccccc1	i	-12
CC1(C)O[C@@H]2[C@H](O1)[C@@H](CO)O[C@H]2n1ccc(=O)[nH]c1=O	.	-7
Brc1ccccc1Cn1cnc2ccccc21	i	-7
COc1ccc(-c2csc(NC(=O)C3CCN(c4ncnc5sc(C)c(C)c45)CC3)n2)cc1OC	i	45*
COc1ccc(C(=O)N2CCN(c3ccc(F)cc3)CC2)cc1S(=O)(=O)NC1CC1	.	-23
Cc1cc(-c2ccccc2)c2c(=O)n(-c3ccccc3)[nH]c2n1	i	-21
CN(CC(=O)Nc1cccc(F)c1)C(=O)Cn1c(=O)oc2ccccc21	.	4
CC(=O)c1ccc(OCCCC(=O)Nc2cc(S(=O)(=O)N(C)C)ccc2C)cc1	i	-14
O=C(CCc1nc2ccccc2c(=O)[nH]1)Nc1ccccc1N1CCCC1	i	-36
Cc1c(-c2ccco2)[n+](=O)c2c(n1[O-])CCC2	i	-15
Cc1cccc(C)c1N1CC(=O)N(c2c(C)cccc2C)CC1=O	i	-11
CCCCCCNC(=O)c1c(O)c2ccccc2[nH]c1=O	i	-5
COc1ccc2oc(C(=O)OCC(=O)NCCN3C(=O)CSC3=O)c(C)c2c1	i	-12
CCn1cc(C(=O)O)c(=O)c2cnc(N3CCN(C(=S)Nc4ccccc4Cl)CC3)nc21	i	7
O=S(=O)(c1ccccc1Cl)N1CCC(O)(c2ccc3c(c2)OCO3)CC1	i	-16

From PubChem
